Assay outcomes deposited in PubChem by NMMLSC.
VLA-4 inh: inhibition in a human VLA-4 binding assay. VLA-4 expressing cells, ligand binding flow cytometry. inhibition, % (about 7 µM as worked out from the volumes in the protocol). P13612. 330,000 compounds, 0.2% hits; in the data active = inhibition above about 50%
CR mimetic SO: lowers age-related superoxide in aged yeast cells | 330,000 compounds, 0.18% hits | S. cerevisiae aged cells, superoxide DHE fluorescence; active compounds read low | AID 2690 | superoxide response (% of plate mean), % at 10 µM;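 active = superoxide response under a set limit, about three screen SD below normal, cut at about 65% in these data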;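 also: yeast aged for seven days with compound at 30 °C before DHE staining; 100% = average MFI of all compound-treated wells on the plate with controls excluded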
MEP2 TOR yeast: alters MEP2-GFP fluorescence in TOR pathway yeast screen. GFP response vs DMSO, % at 10 µM. 330,000 compounds, 0.51% hits. S. cerevisiae MEP2-GFP strain, flow cytometry GFP, 3 h; 100% = DMSO control level;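 active = GFP response versus DMSO above a set limit, roughly screen mean plus 3 SD, cut at about 180% in these data; inconclusive = fewer than 70 cells counted for a yeast strain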;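 also: median GFP fluorescence of the barcode-gated MEP2-GFP cells per well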
CIT2 TOR yeast: yeast TOR pathway CIT2-GFP modulation. S. cerevisiae CIT2-GFP strain, flow cytometry, 3 h; 100 means same as DMSO wells. GFP response vs DMSO, % at 10 µM. 320,000 compounds, 0.065% hits;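 active = GFP response relative to DMSO above a set limit, near the screen mean plus 3 SD, cut at about 150% in these data; inconclusive = Fewer than 70 cells measured for a yeast strain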;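 also: ratio of well median GFP fluorescence to mean of DMSO wells on the plate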
GRK2 aptamer HTS: human GRK2 inhibition via aptamer displacement. P25098. bead flow cytometry, FAM-aptamer displacement from GRK2. inhibition of aptamer binding, % at 10 µM. 330,000 compounds, 0.59% hits;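 active = inhibition of aptamer binding above 40%, roughly 3 SD of noise, on plates passing a quality check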;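 also: median bead fluorescence of bound FAM aptamer so fluorescent compounds give negative values; no value below 0 was filed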
Target sequence (P25098 whole entry, looked up): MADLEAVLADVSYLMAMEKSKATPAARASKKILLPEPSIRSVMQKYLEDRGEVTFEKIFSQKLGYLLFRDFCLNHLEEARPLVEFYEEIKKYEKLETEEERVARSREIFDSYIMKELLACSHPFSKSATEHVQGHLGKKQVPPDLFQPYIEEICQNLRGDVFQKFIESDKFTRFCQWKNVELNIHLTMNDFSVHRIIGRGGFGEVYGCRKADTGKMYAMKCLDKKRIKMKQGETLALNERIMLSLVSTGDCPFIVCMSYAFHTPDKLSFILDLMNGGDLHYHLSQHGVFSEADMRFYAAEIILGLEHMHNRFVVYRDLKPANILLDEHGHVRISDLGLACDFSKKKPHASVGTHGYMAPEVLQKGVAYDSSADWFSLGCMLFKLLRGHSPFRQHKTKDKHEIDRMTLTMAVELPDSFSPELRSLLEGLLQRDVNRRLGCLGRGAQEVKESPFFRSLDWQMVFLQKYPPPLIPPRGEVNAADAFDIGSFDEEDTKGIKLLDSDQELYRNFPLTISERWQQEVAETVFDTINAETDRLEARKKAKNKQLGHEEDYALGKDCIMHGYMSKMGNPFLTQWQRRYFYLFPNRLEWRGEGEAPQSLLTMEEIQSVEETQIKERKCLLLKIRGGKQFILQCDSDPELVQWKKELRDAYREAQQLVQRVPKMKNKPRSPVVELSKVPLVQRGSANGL
RPL19A-GFP yeast: alters RPL19A-GFP fluorescence in TOR pathway yeast screen; S. cerevisiae RPL19A-GFP strain, flow cytometry, 3 h; active compounds read low; percent response vs DMSO, % at 10 µM; 330,000 compounds, 0.3% hits; AID 2025;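 active = percent response vs DMSO below 50%; inconclusive = fewer than 70 events counted for the yeast strain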;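 also: median channel GFP fluorescence of the barcoded RPL19A-GFP strain; ratio of sample median GFP to plate DMSO average so 100% = DMSO; lower means less RPL19A-GFP as with rapamycin TOR inhibition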
LAP4-GFP MLPCN: yeast TOR pathway LAP4-GFP modulation | S. cerevisiae LAP4-GFP multiplex, flow cytometry GFP, 3 h; median GFP as percent of DMSO wells | GFP response vs DMSO, % at 10 µM | 320,000 compounds, 0.34% hits;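 active = GFP response vs DMSO above a set limit, about the screen mean plus 3 SD, cut at about 150% in these data; inconclusive = under 70 cell events counted for the yeast strain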
AGP1-GFP MLPCN: alters AGP1-GFP fluorescence in TOR pathway yeast screen; 320,000 compounds, 0.02% hits; GFP response vs DMSO, % at 10 µM; S. cerevisiae AGP1-GFP multiplex flow cytometry, 3 h; GFP as percent of DMSO wells;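 active = GFP response relative to DMSO above a set limit, near screen average plus 3 SD, cut at about 150% in these data; inconclusive = fewer than 70 cells counted for the yeast strain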;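 also: median GFP channel fluorescence of the gated AGP1 strain per well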
The depositor's hits bear a star; i = inactive; ? = inconclusive; nt = no result given; [ ] = dose if it differs, or a comment.

SMILES	VLA-4 inh	CR mimetic SO	MEP2 TOR yeast	CIT2 TOR yeast	GRK2 aptamer HTS	RPL19A-GFP yeast	LAP4-GFP MLPCN	AGP1-GFP MLPCN
O=C(Nc1ccc(C(=O)N2CCOCC2)cc1)c1ccc([N+](=O)[O-])cc1	-11	109	101	106	2	107	86	103
CC(C)CNC(=O)NC(=O)COC(=O)Cn1cnc2ccccc2c1=O	8	122	103	102	3	104	108	101
COC(=O)Cn1nnc2c(cnn2-c2ccccc2)c1=O	5	106	110	105	1	108	100	105
O=C(Cn1ncc(N2CCCC2)c(Cl)c1=O)c1ccc(Cl)cc1	5	98	100	95	2	102	109	100
CC(=O)Nc1ccc(NC(=S)NC(=O)/C=C/c2ccc(Cl)cc2)cc1	1	89	96	93	0	98	96	99
O=C(NCCc1ccco1)C(=O)NCC1OCCCN1S(=O)(=O)c1cc(F)ccc1F (stereo unspecified)	-9	94	99	101	2	99	88	97
COc1ccc(CN2CCSCC2)c(C)c1C	1	102	105	102	0	103	95	101
CC(C)c1ccc2[nH]c(O)c(N=NC(=O)c3cccc(S(=O)(=O)Nc4cccc(Cl)c4)c3)c2c1	-2	107	107	111	2	110	111	108
Cc1onc(-c2ccccc2Cl)c1C(=O)NC(=S)NCc1cccnc1	5	118	107	110	0	101	97	102
CC1CCCCC1NC(=O)CN(C)S(=O)(=O)c1ccc2c(c1)c(=O)n(C)c(=O)n2C (stereo unspecified)	29	123	103	102	2	102	95	100
CNC(=O)COc1coc(CN2CCN(C(=O)c3ccco3)CC2)cc1=O	3	81	96	109	2	98	106	108
O=C(c1ccc([N+](=O)[O-])cc1)N1CCN(c2cccc3[nH]ccc23)CC1	4	105	96	95	0	93	111	110
COc1cc(/C=N/NC(=O)C2CC(=O)N(c3ccc(C)cc3)C2)cc(OC)c1OC (stereo unspecified)	4	93	105	103	1	104	96	105
Cc1ccc(C(=O)Nc2ccc(N3CCCC3)cc2)cc1	13	93	102	98	0	91	111	99
O=S(=O)(Nc1ccccc1Cl)c1cc(NC(=S)NCCN2CCOCC2)ccc1Cl	1	122	105	103	0	111	97	105
O=C(NC1CC2CCCC(C1)N2Cc1ccc(F)cc1)c1ccc(F)cc1 (stereo unspecified)	18	93	103	96	1	100	107	102
O=C(CN1CCN(c2ccccc2F)CC1)c1ccc2cc[nH]c2c1	-14	63*	108	103	5	100	113	101
O=C(COc1ccc(Cl)cc1)NNC(=O)CSc1nncs1	8	97	116	117	3	105	101	105
CCN1CCN(c2ccc(S(=O)(=O)N3CCCCC3)cc2NC(=O)Cc2c(F)cccc2Cl)CC1	-5	96	97	94	0	95	99	94
Cc1ccc2cc(/C=N/NC(=O)[C@H]3C[C@@H]3c3ccccc3)c(Cl)nc2c1	-2	94	105	108	0	106	90	103

Going on with the list.
SMILES	VLA-4 inh	CR mimetic SO	MEP2 TOR yeast	CIT2 TOR yeast	GRK2 aptamer HTS	RPL19A-GFP yeast	LAP4-GFP MLPCN	AGP1-GFP MLPCN
COc1ccc2c(c1)N(C(=O)CN1C(=O)C3CCCCC3C1=O)C(C)(C)C=C2C (stereo unspecified)	-6	93	104	98	0	96	91	96
O=C(CSC1CN(C(c2ccccc2)c2ccccc2)C1)N/N=C/c1ccc(Cl)cc1Cl	25	98	98	94	0	94	105	108
O=C(N/N=C/c1c[nH]c2ccccc12)C1CC1(c1ccccc1)c1ccccc1 (stereo unspecified)	4	114	109	101	0	102	98	102
CCN1C(=O)[C@@H]2[C@@H](c3ccc(-c4ccc(Cl)c(Cl)c4)cc3)N3CCCC[C@@]3(C(=O)OC)[C@@H]2C1=O	0	107	100	96	0	99	96	106
COc1ccc(C(=O)c2nccc3ccccc23)cc1	0	99	185*	105	1	99	105	77
C/C(=N\NC(=O)C(O)c1ccccc1)c1ccc(Cl)s1 (stereo unspecified)	-8	112	118	105	1	118	80	98
Cn1c(=O)c(NCCc2ccccc2)c2c3c(cccc31)C(=O)c1ccccc1-2	-491	106	105	101	29	94	108	95
CCOc1ccc(OCCC(=O)NNC(=O)c2cc(C)oc2C)cc1	6	103	88	85	2	88	90	90
CCN(c1ccccc1)S(=O)(=O)c1ccc2[nH]cc(C(=O)N3CCOCC3)c(=O)c2c1	3	88	107	98	14	94	101	94
COc1cccc(NC(=O)C(=O)NCCc2ccc(F)cc2)c1	4	101	106	99	2	97	112	106
CCOC(=O)Nc1cc2c(cc1C(C)=O)OCO2	7	109	91	nt	2	93	94	88
Cn1nc(-c2ccccc2F)c2cc(C(=O)N3CCN(C(=O)c4ccco4)CC3)sc21	4	101	104	99	2	99	100	102
CN(C)c1nc(Oc2ccc(OCCOc3ccccc3)nn2)nc(N(C)C)n1	0	114	111	98	1	104	94	112
O=C(NC1CCCC1)C1CC(O)CN1C(=O)Nc1ccccc1 (stereo unspecified)	9	118	106	107	0	100	87	103
O=C(c1ccco1)N(Cc1cccc(Cl)c1)C1CCS(=O)(=O)C1 (stereo unspecified)	-126	112	98	107	0	105	103	113
Cc1c(Cc2ccccc2)c(=O)oc2cc(OCC(=O)NCc3ccccn3)ccc12	16	94	106	99	1	100	102	100
O=S(=O)(NCCc1ccccc1)c1ccc(Br)cc1	6	101	103	100	3	102	107	106
Cc1cc(OCC(=O)NNC(=O)c2ccncc2)ccc1C(C)C	1	91	96	98	0	92	96	89
CN1CCN(C2=NC3(CCCC3)C(C#N)C(=O)N2)CC1 (stereo unspecified)	1	95	96	106	0	101	96	104
Cc1cccc(C)c1NC(=S)NCc1ccccc1	0	97	98	94	1	102	112	99

Other results follow:
SMILES	VLA-4 inh	CR mimetic SO	MEP2 TOR yeast	CIT2 TOR yeast	GRK2 aptamer HTS	RPL19A-GFP yeast	LAP4-GFP MLPCN	AGP1-GFP MLPCN
CN(C)c1nc(NCc2ccccc2)nc(SCC(=O)Nc2ccccc2Cl)n1	14	116	113	93	0	97	90	87
COC(=O)[C@]1(C)N[C@H](CN(C)C(C)=O)[C@@H]2C(=O)N(Cc3ccccc3)C(=O)[C@@H]21	15	104	100	99	2	102	104	102
Cc1ccc(C(=O)Nc2cccc(O)c2)cc1S(=O)(=O)N1CCCCCC1	9	127	99	102	2	101	99	102
CCN(CC)C(=O)Oc1cc2c(-c3cc4cccc(OC)c4o3)cc(=O)oc2cc1C	-13	94	106	99	0	102	99	100
Cc1ccc(S(=O)(=O)N/N=C\c2cn(CC(N)=O)c3ccccc23)cc1	-8	102	102	106	0	111	84	99
CC1(C)CNC(=O)c2sc(N3CCOCC3)nc2C1	10	97	90	95	0	90	87	93
CC(C)CN(C1CCS(=O)(=O)C1)S(=O)(=O)c1ccc(C(C)C)cc1 (stereo unspecified)	12	97	101	102	3	99	102	111
O=C(Nc1nc2c(F)cc(F)cc2s1)c1ccccn1	15	126	108	114	1	102	98	99
CCOC(=O)C1=C(C)N=c2s/c(=C3\C(=O)Nc4ccccc43)c(=O)n2C1c1ccc2c(c1)OCO2 (stereo unspecified)	i	111	102	nt	0	102	106	106
CCOc1ccccc1NC(=O)CC1Nc2ccccc2NC1=O (stereo unspecified)	-5	95	94	95	0	95	100	98
COc1ccc(S(=O)(=O)N(CC(=O)NC2CCCC2)c2ccccc2OC)cc1	5	109	101	107	4	99	101	95
Clc1cccc(-c2nc(NCCN3CCOCC3)c3ccccc3n2)c1	37	100	97	98	0	95	91	93
Cc1ccc(N(C(C)C(=O)O)S(=O)(=O)c2cccnc2)cc1 (stereo unspecified)	7	100	109	100	0	100	99	108
COc1ccc(N2CCN(S(=O)(=O)c3c[nH]c(=O)[nH]c3=O)CC2)cc1	-7	93	102	98	0	98	106	104
Cc1ccc(-n2cc(CN3CCN(Cc4nccn4C)CC3)c(-c3cccc(C)c3)n2)cc1	13	106	95	90	0	96	94	96
Cc1ccc(N2CC(C(=O)N3CCC(C(=O)NC(C)(C)C)CC3)CC2=O)cc1 (stereo unspecified)	5	107	105	100	1	108	96	102
COc1ccc(NC(=O)CSc2nc(C(C)C)nc3c2c(=O)n(C)c(=O)n3C)c(OC)c1	-11	95	120	nt	3	113	81	94
Cc1ccc(-n2c(SCC(=O)NCc3ccco3)nc3sc4c(c3c2=O)CC(C)(C)SC4)cc1	-4	104	108	100	2	103	95	103
COc1ccc2nnc(-c3ccc(C(F)(F)F)cc3)n2n1	4	110	99	106	0	97	106	104
O=C1c2cccc3c(Cl)ccc(c23)C(=O)N1O	-21	111	88	81	0	101	82	91

Further structures follow:
SMILES	VLA-4 inh	CR mimetic SO	MEP2 TOR yeast	CIT2 TOR yeast	GRK2 aptamer HTS	RPL19A-GFP yeast	LAP4-GFP MLPCN	AGP1-GFP MLPCN
OCCNC1=NCCN1	-2	95	104	97	1	102	103	101
CCc1c(C)sc(NC(=O)Cn2nc(C(F)(F)F)c3c2CCCC3)c1C#N	5	88	106	111	1	102	89	108
CN1C(=O)C2(c3ccccc31)c1c(oc3ccccc3c1=O)C(=O)N2CCO (stereo unspecified)	5	122	95	100	2	100	108	101
CCCn1nc(C(=O)NC2CCCCCC2)c2ccccc2c1=O	5	95	99	99	4	101	101	105
CN1CCN(C(=O)C2CCCN(S(=O)(=O)c3ccc(F)cc3)C2)CC1 (stereo unspecified)	nt	98	100	100	0	96	97	102
CCN1C(=O)CC(NCc2ccc3c(c2)OCO3)C1=O (stereo unspecified)	1	103	101	96	1	96	107	95
O=C1CN(C(=O)COC(=O)c2cnc(Cl)c(Cl)c2)c2ccccc2N1	13	90	84[may fluoresce violet]	?	2	19*[may fluoresce violet]	142[may fluoresce violet]	?
Cc1sc2nc(COC(=O)c3ccc(O)cc3)[nH]c(=O)c2c1C	0	91	110	101	2	109	105	101
COc1ccc(NC2C=CS(=O)(=O)C2)c(OC)c1 (stereo unspecified)	-3	84	103	114	2	93	113	111
